Assay outcomes from PubChem.
NPY-Y2 PAM-ag = human NPY-Y2 potentiation or agonism, primary screen | cells expressing NPY-Y2, potentiator/agonist read-out | activation, % at 3.6 µM | 220,000 compounds, 0.45% hits | AID 1359; in the data active = activation above about 27%;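 note: cells stimulated with NPY near EC25 plus isoproterenol at EC100; 0% = vehicle plus submaximal agonist and 100% = vehicle plus saturating agonist; some results beyond the cut were filed as inactive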
Target sequence (P49146 whole entry, looked up): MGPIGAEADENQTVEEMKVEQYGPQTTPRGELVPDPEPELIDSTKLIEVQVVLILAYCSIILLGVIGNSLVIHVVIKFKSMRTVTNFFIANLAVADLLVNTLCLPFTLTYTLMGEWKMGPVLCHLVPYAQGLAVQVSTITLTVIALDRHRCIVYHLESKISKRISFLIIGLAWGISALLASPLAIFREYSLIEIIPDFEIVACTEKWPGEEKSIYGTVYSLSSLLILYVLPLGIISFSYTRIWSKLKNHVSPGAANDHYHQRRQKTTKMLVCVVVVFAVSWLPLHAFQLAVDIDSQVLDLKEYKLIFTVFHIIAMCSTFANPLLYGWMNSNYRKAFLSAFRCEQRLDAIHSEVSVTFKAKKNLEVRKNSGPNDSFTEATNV
PERK inh = blocks human PERK kinase; CHO PERK-DD fusion, SEAP luminescence translation reporter; inhibition, % at 5.6 µM; 220,000 compounds, 0.17% hits; AID 1416;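 active = inhibition above the mean inhibition of all tested compounds plus 3 SD, set separately per screening campaign, cut at about 2.9% in these data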;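 note: PERK kinase domain activated by AP20187 dimerizer at 100 nM; 0% = DMSO with dimerizer and 100% = rapamycin at 8.4 µM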
eIF4E-4G inh = eIF4E/eIF4G interaction inhibition in translation initiation; 220,000 compounds, 0.37% hits; P63073+Q04637; inhibition, % at 21.7 µM; TR-FRET eIF4E-eIF4GI(517-606) binding, 2 h;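 active = inhibition above about 30%, limit read from the data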;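 note: 0% = full FRET control wells and 100% = background wells lacking eIF4GI fragment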
S1P4 ag = human S1P4 receptor agonism. O95977. S1P4-expressing cell line, agonist reporter assay. activation, % at 4.98 µM. 220,000 compounds, 0.35% hits; in the data active = activation above about 11%;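 note: 0% = DMSO vehicle and 100% = reference agonist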
Target sequence (O95977 whole entry, looked up): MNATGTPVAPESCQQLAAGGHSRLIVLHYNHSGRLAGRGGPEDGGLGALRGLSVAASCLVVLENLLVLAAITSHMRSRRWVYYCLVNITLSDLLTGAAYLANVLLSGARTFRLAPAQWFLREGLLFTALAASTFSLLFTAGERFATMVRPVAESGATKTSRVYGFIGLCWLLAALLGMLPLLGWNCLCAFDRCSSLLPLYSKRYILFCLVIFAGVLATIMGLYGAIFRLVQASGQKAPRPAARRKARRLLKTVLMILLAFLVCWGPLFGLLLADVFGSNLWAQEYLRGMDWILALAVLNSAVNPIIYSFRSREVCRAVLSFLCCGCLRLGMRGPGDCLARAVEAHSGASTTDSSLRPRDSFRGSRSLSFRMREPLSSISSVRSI
S1P4 antagonist = human S1P4 receptor antagonism. O95977. S1P4-expressing cells, antagonist mode, reporter read-out. inhibition, % at 4.98 µM. 220,000 compounds, 0.26% hits. AID 1510; in the data active = inhibition above about 29%;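 note: 0% = wells stimulated with agonist and 100% = vehicle wells without agonist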
Ba/F3 V617F tox = loss of viability in JAK2V617F-driven Ba/F3 cells; Ba/F3 EpoR-JAK2V617F viability, ATP luminescence; inhibition, % at 5.6 µM; 220,000 compounds, 1.1% hits; AID 1446;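 active = inhibition above the campaign mean plus 3 SD over all tested compounds, cut at about 24% in these data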;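 note: cytokine-independent growth of Ba/F3 cells driven by EpoR plus mutant JAK2; 0% = DMSO-treated cells and 100% = JAK inhibitor I control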
BaF3 tox = counter-screen for JAK2V617F inhibitors: parental Ba/F3 viability inhibitors. CellTiter-Glo ATP luminescence. AID 1486. 220,000 compounds, 1.1% hits. inhibition, % at 5.6 µM;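 active = inhibition above a per-campaign cutoff, the mean inhibition of all tested compounds plus 3 SD, cut at about 27% in these data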;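 note: 0% = DMSO wells and 100% = JAK Inhibitor I control wells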
Wee1 stabilizer = inhibitors of human Wee1 degradation; P30291; HeLa Luc-Wee1K328M stability, luciferase luminescence; 100% = proteasome inhibitor MG132 effect; reporter increase, % at 5 µM; 220,000 compounds, 1.2% hits; AID 1321;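 active = activation above the mean of all tested compounds plus 3 SD, set per screening run, cut at about 8.8% in these data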;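 note: cells exposed to compound for 20 h before luminescence read; 0% = DMSO alone and 100% = MG132 at 30 µM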
Mdm2 ligase inh = blocks human Mdm2 ubiquitin ligase activity; Q00987; cell-based MDM2 ubiquitination luciferase reporter, 2 h; 0 = plate control, 100 = twice control, blank-subtracted; signal enhancement, % at 5 µM; 210,000 compounds, 0.11% hits; AID 1230;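 active = signal enhancement of 30% or more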;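 note: luminescence tracks abundance of the self-degrading MDM2-luciferase fusion protein; higher signal means inhibition of MDM2 E3 ligase activity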
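System: stable MDM2–luciferase fusion reporter cells / Input: 2000 cells seeded into each well / Schedule: 4 h settle plus 2 h compound, 37 °C / Compound: single-point 5 µM / Buffer or medium: cells held in DMEM / Benchmarks: control and blank well means / Evaluation: percent signal gain over controls, blank-subtracted / Measured by: luciferase luminescence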
Numbers without * were called inactive; · = no result given; & = joins results of further samples; [ ] = another dose, or the depositor's remark.

| Molecule | BaF3 tox | S1P4 antagonist | S1P4 ag | Ba/F3 V617F tox | eIF4E-4G inh | NPY-Y2 PAM-ag | Mdm2 ligase inh | Wee1 stabilizer | PERK inh |
| --- | --- | --- | --- | --- | --- | --- | --- | --- | --- |
| CC(NC(=O)c1ccccc1F)c1nnc(SCc2nc3ccccc3c(=O)[nH]2)n1C (centres undefined) | 4 | 11 | -1.0 | -4 | -3 | 10 | 9 | -2 | 0.1 |
| CCOC(=O)c1oc2ccc(S(=O)(=O)N3CCOCC3)cc2c1C | 3 | -3 | 0.5 | -1 | -4 | -4 | -10 | -1 | -0.3 |
| CCCCNC(=O)C1c2ccccc2C(=O)N(c2ccc(OC)cc2)C1c1ccc(OC)cc1 (centres undefined) | 11 | 15 | -0.5 | 2 | · | 1 | -12 | 4 | -1.6 |
| Cc1ccc(-c2nn3c(C)nnc3c3ccccc23)cc1S(=O)(=O)NC(C)c1ccccc1 (centres undefined) | 2 | -14 | 0.4 | -2 | 3 | -26 | 3 | -4 | -0.5 |
| O=C(O)c1cccc(S(=O)(=O)Nc2cccc(S(=O)(=O)N3CCCCCC3)c2)c1 | 5 | -7 | 0.3 | 1 | 0 | 2 | -1 | -4 | -0.3 |
| O=C(CNC(=O)c1ccco1)NCC(=O)OCc1ccccc1Br | 0 | -15 | -0.5 | -5 | 6 | 11 | -2 | -1 | 0.7 |
| Cc1ccc(-n2cnc(N)c2C(=O)c2cccc([N+](=O)[O-])c2)cc1 | -1 | 8 | 0.0 | -5 | 5 | -9 | -13 | -2 | 0.0 |
| CCOc1ccc(Br)cc1/C=N/O | 4 | -4 | 2.3 | 0 | -2 | -6 | 1 | 2 | 0.0 |
| COc1cccc(OC)c1C(=O)OCC(=O)/C(C#N)=C(\C)N | 6 | -9 | 1.9 | -2 | 0 | 1 | -20 | 5 | 0.5 |
| COc1ccccc1NC(=O)Nc1cnccn1 | 1 | 7 | 1.0 | -1 | 7 | -5 | -11 | -2 | -0.2 |
| Cc1c(NC(=O)c2ccccc2N(C)S(=O)(=O)c2ccccc2)c(=O)n(-c2ccccc2)n1C | 1 | -9 | -2.9 | -2 | -3[fluorescence artefact?] | 1 | -15 | -2 | -0.9 |
| O=C(NNC(=O)C1CCCN(S(=O)(=O)c2ccc3ccccc3c2)C1)C1CC1 (centres undefined) | 12 | -10 | 0.5 | 1 | -4 | 2 | -11 | 0 | 4.3* |
| O=C(CNS(=O)(=O)c1ccc(F)cc1)N1CCN(c2ccc(F)cc2)CC1 | 2 | -13 | -0.3 | 0 | -12 | 1 | -6 | -3 | 0.4 |
| O=C(Nc1cc(-c2ccccc2)[nH]n1)c1ccc(Cl)cc1 | 5&-7 | -9&26 | 1.4&0.0 | 1&-3 | -1&6 | -21&2 | -10&-20 | 1&1 | 0.0&0.8 |
| O=C(NCc1ccc(Cl)cc1)C1CCC(CNc2c(N3CCCCC3)c(=O)c2=O)CC1 (centres undefined) | 6 | 5 | 0.3 | 0 | 0 | 6 | · | 1 | 0.8 |
| COC(=O)C(CCSC)NS(=O)(=O)c1ccc(Cl)cc1 (centres undefined) | 5 | -4 | 1.2 | -2 | -1 | -5 | 3 | -3 | 0.3 |
| CNC(=S)N1CCC(NC(=O)C(Cc2ccccc2)NC(C)=O)CC1 (centres undefined) | 3 | -26 | 1.3 | 0 | 2 | 3 | 0 | 6 | 0.9 |
| O=C(O)c1ccccc1/C=N/NC(=S)NCc1ccccc1 | 0 | -9 | 0.4 | 6 | 1 | -8 | -17 | 0 | 0.3 |
| CC(/C=N/n1c(COc2ccccc2)n[nH]c1=S)=C\c1ccco1 | 1 | 13 | -0.5 | -5 | 2 | -11 | -7 | 0 | 1.1 |
| COC(=O)c1ccccc1NC(=O)C1CC(=O)N(c2ccc(F)cc2)C1 (centres undefined) | -3 | -7 | 0.3 | 0 | 3 | -14 | -17 | -4 | -0.2 |
| CC1=NN(c2ccc(C)cc2)C(=O)/C1=C\C=C\c1ccccc1 | 3 | -8 | 0.8 | -5 | 1 | 22 | 52* | -2 | 1.1 |
| CO/N=C(\C(=O)N[C@@H]1C(=O)N2C(C(=O)O)=C(COC(N)=O)CS[C@H]12)c1ccco1 | 7 | -19 | -0.1 | 1 | 4 | 9 | · | 0 | 0.0 |
| CCNC(=O)CP(=O)(c1ccccc1)c1ccccc1 | -1 | -20 | 0.1 | -5 | -1[fluorescence artefact?] | 8 | -8 | -1 | 0.5 |
| O=[N+]([O-])c1cccc(Nc2nc(Cl)nc(Cl)n2)c1 | 10 | -10 | 0.4 | 0 | -2 | -7 | -16 | -3 | 0.9 |
| CC(C)Cc1nc(Cl)c(C#N)c2c1CCCC2 | -4 | 4 | 0.5 | -3 | -2 | -9 | · | 1 | -0.3 |
| CCOC(=O)Cc1nc2ccccc2[nH]1 | -3 | -7 | 0.2 | 1 | -6 | 3 | -1 | -2 | 0.3 |
| COc1cc(C2C(C(=O)c3ccc(C)o3)=C(O)C(=O)N2c2cc(C)on2)ccc1O (centres undefined) | 5 | -4 | -0.3 | 3 | -4 | -3 | -3 | -1 | 0.7 |
| C/C(=N/NC(=O)C1CCN(S(=O)(=O)c2ccc(C)cc2)CC1)c1cccc([N+](=O)[O-])c1 | 6 | -15 | 1.1 | 0 | 1 | 5 | -3 | 0 | 0.5 |
| Clc1ccccc1OCc1nnc2n1CCCCC2 | -3 | -8 | 0.5 | -3 | -10 | 7 | · | 6 | 0.2 |
| Cc1[nH]c2ccccc2c1C(=O)COC(=O)c1cccc(S(=O)(=O)N2CCCCC2)c1 | 11 | 6 | 0.9 | 5 | 1 | 10 | -5 | -1 | 0.3 |
| COc1cc(C(=O)NC(CCSC)C(=O)OCc2cc([N+](=O)[O-])cc3c2OCOC3)cc(OC)c1OC (centres undefined) | 9 | -19 | 1.7 | -2 | 1 | -6 | -3 | 9.6* | -0.6 |
| COc1cccc(/C=C2\CCc3ccccc3C2=O)c1 | -5 | 12 | 0.3 | -3 | -4 | -30 | -62 | -1 | 0.9 |
| CCN1C(=O)c2cccc3c(NS(=O)(=O)c4ccc(NC(C)=O)cc4)ccc1c23 | 4 | 3 | 0.2 | -1 | -6[fluorescence artefact?] | -13 | -9 | -2 | 0.3 |
| COCCOc1ccc(C(F)(F)F)cc1NC(=O)COC(=O)c1c(C)noc1C | 5 | -19 | 0.0 | 2 | 3 | 6 | -16 | 0 | -1.8 |
| CCn1c(O)c(N=NC(=O)c2cccs2)c2ccccc21 | 4 | -12 | 1.1 | 1 | -1 | -2 | 3 | -1 | 0.8 |
| CN(Cc1ccccc1)C(=O)C1CCN(Cc2ccc(F)cc2)CC1 | 11 | -13 | 1.2 | 0 | 3[fluorescence artefact?] | 9 | 0 | 1 | 0.3 |
| COc1cc(OC)cc(C(=O)NNC(=O)c2ccc(S(=O)(=O)N3CC(C)OC(C)C3)cc2)c1 (centres undefined) | 8 | 3 | -1.8 | 2 | 1 | 2 | -16 | 4 | 1.8 |
| Cc1cc2c(cc1C)N(C(=O)CSc1nncn1C)C(C)(C)c1ssc(=S)c1-2 | 7 | -11 | 1.9 | 5 | 1[fluorescence artefact?] | 22 | 1 | 4 | -1.9 |
| COc1ccc(C2NC3=C(CCC3)C3(C#N)C4(N=C(N)C23C#N)OCCO4)cc1 (centres undefined) | 4 | 5 | 2.0 | 1 | 0 | 10 | -10 | -4 | 1.0 |
| O=C(NCCc1cnn(-c2ccccc2)c1)c1cc(COc2c(F)cccc2F)on1 | 6 | -2 | -1.0 | 0 | 0 | -7 | -2 | 0 | -0.5 |
| N=c1c2c(-c3ccccc3)c(-c3ccccc3)oc2ncn1CCCN1CCOCC1 | 6 | 9 | -0.4 | 1 | 7 | -7 | -10 | 2 | -0.9 |
| N=c1ccn(Cc2ccc(Cl)c(Cl)c2)cc1 | 75* | -23 | -1.3 | 89* | -3 | -7 | · | -1 | 0.7 |
| O=C(CSc1ncn[nH]1)Nc1c(Br)cc([N+](=O)[O-])cc1Br | 9 | 1 | -2.1 | 4 | 0[fluorescence artefact?] | 14 | -14 | -3 | 0.1 |
| O=C(NCc1ccccc1Cl)NC(=O)c1csc([N+](=O)[O-])c1 | -1 | -9 | -1.0 | -1 | 1 | -3 | -12 | -2 | 0.2 |
| Cc1c(Cl)cccc1NC(=S)NCc1ccco1 | 1 | -21 | 2.2 | -2 | -7 | -31 | -7 | 0 | 0.8 |
| CCCc1cc(=O)n2[nH]c(-c3cc(OC)c(OC)c(OC)c3)nc2n1 | 7 | -11 | 0.0 | 3 | 4 | -6 | 9 | -2 | -0.6 |
| Cc1cc(=O)n(CC(C)O)c(O)c1C#N (centres undefined) | 1 | 1 | -1.1 | -1 | 6 | -11 | -1 | 9 | 0.4 |
| CO/N=C/NC(=O)NOCc1c(Cl)cccc1Cl | 8 | 6 | 0.7 | -3 | 0 | -8 | -8 | 0 | 2.0 |
